# Screening results from PubChem BioAssay.
# NOD1 inhibition: NOD1 signaling inhibitors, primary screen, cell-based, luminescence, uHTS (AID 1578); NOD1-driven NF-kB luciferase reporter cells, luminescence; higher % means a stronger effect; 290,000 tested, 1% active; inhibition, % at 4 µM; hits with a dose series show EC50 in µM; in the data active = inhibition mostly above about 36%, no sharp cut-off; inactive = mostly below about 34%;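 also: HEK-293T reporter cells stimulated with the NOD1 agonist gamma-tri-DAP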
# MT stabilizer: microtubule stabilizers in HeLa cells, primary screen, imaging, high-content imaging; HeLa tubulin immunostaining HCS, 24 h; share of cells brighter than vehicle mean+2SD; AID 2205, 2009; 200,000 tested, 0.83% active; % tubulin-high responders, % at 10 µM;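 active = plate Z-score above 3 for both tubulin-high and condensed-nucleus cell shares, with cell loss under 80%, at 10 µM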;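 also: anti alpha tubulin signal scored within the nucleus-defined area of each cell; some results filed as inactive read as strong as hits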
# NOD2 inhibition: NOD2 signaling inhibitors, cell-based, luminescence, uHTS, HEK293 (AID 1566); HEK293 NOD2/NF-kB luciferase reporter, luminescence; higher % means a stronger effect; one-dose inhibition, % at 4 µM; EC50 in µM for titrated hits; 290,000 tested, 0.63% active; in the data active = inhibition above about 50%; also: many of its hits are not listed in these tables
# Insulin prom up: insulin promoter activators in MIN6 cells, imaging, high-content screening, mouse beta cells; MIN6 insulin promoter-GFP reporter; active compounds read high; z-score at 5 µM; 190,000 tested, 0.3% active; AID 1625, 2009;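 active = z-score above 3 at 5 µM with at least 500 cells counted in the well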
# M17LAP inhibition: P. falciparum M17LAP inhibitors, primary screen, biochemical, fluorogenic H-Leu-NHMec substrate, 1536-well (AID 1619). recombinant M17LAP, H-Leu-NHMec fluorogenic kinetic assay; higher % means a stronger effect. inhibition, % at 30 µM, or IC50 in µM where a hit was titrated. 220,000 tested, 0.38% active;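 active = compound inhibiting the enzyme by more than half at any dose during confirmatory dose-response retesting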;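 also: plate controls were full reaction with DMSO carrier for no effect and no enzyme background for full effect; strong numbers were not always called active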
# Yfh1-off respiration: enhancers of respiration in Yfh1-depleted yeast, dose response, Friedreich's ataxia, plus single-dose screen (AID 1465); 220,000 tested, 0.074% active; S. cerevisiae Yfh1-off respiration, WST-1 reduction, 72 h; higher fold induction means a stronger effect; fold induction at 50 µM, or EC50 in µM where a hit was titrated;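 active = fold induction of absorbance versus untreated yeast above a set limit, then at least 30% activation at any dose in follow-up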;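 also: activators that raise dye reduction in frataxin-depleted yeast; strong numbers were not always called active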
# Dynein transport: inhibitors of GR-EGFP nuclear translocation, primary screen, dynein cargo transport inhibitor project, imaging, high-content, 3617.4 mouse cells. 220,000 tested, 0.47% active. z-score, hits read low. test concentration mostly 20 µM; stimulated with dexamethasone, 1 µM; active compounds read low;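 active = plate z-score of nuclear minus cytoplasmic receptor signal below a set negative limit, without overly bright fluorescence or cell loss, cut at about -3.5 in these data, passing the limit was not always enough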;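 also: z-score of nuclear minus cytoplasmic ring GR-EGFP intensity difference per well; some compounds called inactive have numbers as strong as hits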
#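 Buffer or medium: tet-free, stripped-serum medium; Also added: dexamethasone, 1.0 µM final; Technique: high-content fluorescence imaging after fixation; Times: 48 h induction, 1 h compound, 30 min dex at 37 °C; Read-out: per-cell GR-EGFP intensity, nucleus versus surrounding cytoplasmic ring, well-averaged.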
# Autophagy mod: autophagy modulators in MEF cells, primary screen, imaging, high-content, MEF GFP-LC3; 190,000 tested, 0.98% active; MEF GFP-LC3 puncta imaging; test concentration mostly 10 µM; calls only at 10 µM (by protocol);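 active = percentage of spot-positive cells more than 3 SD above its plate mean, without a fluorescence outlier flag or 80% toxicity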;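 also: spot-positive cell cutoff set from DMSO-treated cells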
# b-catenin transl: modulators of beta-catenin nuclear translocation, primary screen, imaging, HeLa cells, immunofluorescence, high-content. AID 1665, 2009. nuclear translocation activity, % at 5 µM. 190,000 tested, 0.3% active;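 active = nuclear translocation activity above 50% at 5 µM, with a well cell count of 50 or more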;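 also: per-cell ratio of nuclear to cytoplasmic median beta-catenin stain intensity; plate controls were DMSO negative control for no effect and GSK-3 inhibitor IX positive control for full effect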
#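 Read-out: Nuclear/cytoplasmic beta-catenin signal ratio, % activation | Assay system: Human HeLa cell line | Times: 24 h compound exposure at 37°C, 5% CO2 | Signal: Fluorescence imaging of beta-catenin antibody stain plus DAPI | Dosing: 5 µM primary, 0.02–20 µM confirmation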
# Dynein transport cytoplasmic EGFP: recorded beside Dynein transport, whose call it bears; z-score; measured here: cytoplasmic GR-EGFP intensity; active compounds read high
# Dynein transport nuclear GR-EGFP: recorded beside Dynein transport, whose call it bears; z-score; measured here: nuclear GR-EGFP intensity;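 lower value marks the stronger effect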
# Dynein transport cell count: second read-out of Dynein transport, no call of its own (marks repeat the call); z-score; measured here: cell count per field
# Insulin prom up cell count: also measured in Insulin prom up; calls as there; cell count; measured here: cytotoxicity, nuclei count;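 total cells summed across four imaged fields per well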
# b-catenin transl cell count 5 µM: also measured in b-catenin transl; calls as there; cell count; measured here: cell count, cytotoxicity flag
# MT stabilizer Hoechst-high %: also measured in MT stabilizer; calls as there; % Hoechst-high responders; measured here: nuclear condensation Hoechst responders;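 share of cells brighter than vehicle mean plus two SD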
# MT stabilizer cytotoxicity %: recorded beside MT stabilizer, whose call it bears; toxicity, %; measured here: cytotoxicity by cell density;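 0% = mean cell density of plate MIN control wells and 100% = no cells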
# Autophagy mod cell loss 18 h: recorded beside Autophagy mod, whose call it bears; toxicity, %; measured here: cell loss, nuclei count;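 cell loss after 18 h compound exposure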
# An asterisk follows results filed as active; i = inactive; . = no result given. A portion of the library; count on the stated rates, not on these rows.
# Screens in order – NOD1 inhibition	MT stabilizer	MT stabilizer Hoechst-high %	MT stabilizer cytotoxicity %	NOD2 inhibition	Insulin prom up	Insulin prom up cell count	M17LAP inhibition	Yfh1-off respiration	Dynein transport	Dynein transport cytoplasmic EGFP	Dynein transport nuclear GR-EGFP	Dynein transport cell count	Autophagy mod	Autophagy mod cell loss 18 h	b-catenin transl	b-catenin transl cell count 5 µM
Cc1ccc(C(=O)NNC(=S)Nc2cccc3ccccc23)s1
→ -43%	2.3	0.8	3.6	-37%	0.04	1624	-3%	i	-0.68	-0.028	-0.44	0.33	i	8	-0.4	1365
Cc1cc2nc(-c3cccnc3SCC(=O)NCc3ccco3)[nH]c2cc1C
→ .	2.6	1.0	10	.	.	.	-79%	i	-1.1	-0.19	-0.55	2	i	-13	.	.
C/C(=N/NS(=O)(=O)c1ccc(Br)cc1)c1ccc(NC(=O)c2ccc(C)o2)cc1
→ -26%	2.8	2.2	4.9	15%	0.04	1626	13%	i	0.21	-0.2	-0.087	-1.2	i	-24	2.1	1430
COc1ccc(-c2nnc(SCCc3ccccc3)n2N)cc1
→ -24%	4.1	1.2	8.2	-15%	.	.	8%	i	-0.7	-0.24	-0.3	-0.12	i	-8	.	.
S=c1[nH]nc(-c2ccn[nH]2)n1-c1ccccc1Cl
→ -5%	.	.	.	-13%	1.1	1158	2%	i	-0.62	-0.028	-0.36	1.3	.	.	1.4	1347
COc1ccc(NC(=O)COn2nnc3ccc(Cl)cc32)cc1OC
→ -12%	3.0	2.2	8.5	-3%	0.08	1030	4%	i	-0.096	-0.24	0.062	1.3	i	15	-0.8	1165
COCC(=O)NNC(=O)c1ccc(OC)cc1
→ -41%	1.3	3.6	6.0	0%	0.34	1153	-4%	i	0.12	-0.23	-0.34	0.2	i	-11	-0.3	1047
Cc1ccc(/C=N/c2sc3c(c2C(N)=O)CCCC3)o1
→ -59%	3.2	3.1	4.0	-59%	0.23	1216	5%	i	-0.41	-0.3	-0.19	0.025	i	34	-1.3	1104
CCCn1c(SCC(=O)Nc2cccc(S(=O)(=O)NC3=NCCCCC3)c2)nc2ccccc2c1=O
→ -8%	2.5	2.8	2.7	19%	-0.81	1244	5%	i	1.1	-0.39	0.35	-0.35	i	-1	-0.8	1033
O=C(NC12CCC(O)C(SC1)/C2=N/O)c1ccccc1 (stereo not given)
→ 10%	13	2.2	1.0	11%	0.64	1307	-2%	i	0.012	-0.42	0.26	0.33	i	-6	-3.4	1205
O=C(c1ccc(Cl)cc1)C1CCCN(Cc2cccn2-c2ccccn2)C1 (stereo not given)
→ -12%	2.2	1.1	5.7	19%	-1.9	1346	-4%	i	-0.52	-0.14	-0.25	0.56	i	-1	-0.2	973
CC(C)(C)CC(=O)Nc1ccc(Nc2ccccc2)cc1
→ -88%	1.1	1.6	6.7	-24%	-0.28	1413	20%	i	-0.32	-0.21	-0.26	0.3	i	-2	0.1	1380
CCOc1cc(CNn2nnnc2N)cc(Cl)c1OCC(=O)NC(C)(C)C
→ .	3.5	2.0	4.5	6%	0.29	1441	-4%	i	-1.2	-0.34	-0.36	0.39	i	2	0.1	1321
COCC(=O)Nc1cc([N+](=O)[O-])ccc1OC
→ -15%	3.9	1.7	5.1	21%	0.61	1368	17%	i	-0.6	-0.3	-0.69	0.93	i	-10	-1.0	1048
Cc1nn(C(C)C(=O)N2CCN(c3ccccn3)CC2)c(=O)c2cc3occc3n12 (stereo not given)
→ 4%	4.8	2.8	6.9	19%	0.67	1170	9%	i	0.43	-0.18	0.4	0.22	i	-20	3.3	1092
CCc1nc(SCC(=O)Nc2nc3c(s2)CCCC3)c2ccccc2n1
→ 22%	3.6	3.5	5.9	-34%	-0.16	1558	-8%	i	-0.47	-0.024	0.49	1.1	i	14	3.2	1342
CCn1cc([N+](=O)[O-])c(C(=O)N2CCCC2)n1
→ -1%	3.3	1.3	5.7	-13%	0.57	836	6%	i	0.87	-0.17	0.74	0.56	i	-15	-0.2	1130
COc1ccc(CN2CCN(C(=O)c3cccs3)CC2)cc1
→ 0%	4.9	3.1	1.9	2%	0.14	1633	-3%	i	0.22	-0.13	0.44	0.21	i	4	-2.6	1396
Cc1cc(F)c(F)c(C(=O)N2CCC(C)CC2)c1Cl
→ -6%	2.6	1.5	7.1	1%	-0.71	1614	17%	i	0.49	-0.18	0.16	0.6	i	4	-1.5	1007
CCCCn1c(/N=C/c2c[nH]c3ccccc23)nc2ccccc21
→ 5%	2.4	1.6	0.2	18%	0.66	1210	14%	i	0.82	0.38	0.96	-0.33	i	6	0.3	1421
Cc1sc2ncn(-n3c(C)ccc3C)c(=O)c2c1C
→ 14%	2.6	1.6	1.6	13%	0.33	1351	4%	i	-0.18	-0.4	-0.21	0.73	i	-3	-1.4	1037
COc1ccc(N2CCN(S(=O)(=O)c3ccc(Br)s3)CC2)cc1
→ -8%	4.7	3.0	3.9	-22%	-0.39	850	5%	i	1.1	-0.17	1.2	-1.5	i	24	0.3	1070
Cc1c(Cl)cccc1S(=O)(=O)N1CCC(C(=O)NNC(=O)C2CC2)CC1
→ -33%	.	.	.	14%	-0.1	1470	-5%	i	-0.28	-0.31	0.16	0.66	i	-16	1.7	1006
N#CC1=C(N)OC2=C(CC/C2=C\c2ccccc2Cl)C1c1ccccc1Cl (stereo not given)
→ 66%	4.2	1.5	1.8	-12%	0.4	1450	6%	i	-0.03	0.67	0.2	-0.6	i	17	-0.5	1123
CC(C)CCNC(=O)COC(=O)c1cc(Br)c(Br)s1
→ -29%	5.7	3.4	4.9	14%	0.58	1344	-3%	i	-0.26	-0.3	0.15	0.84	i	8	0.2	1104
CCCCCCCc1c(O)nc(SCC(=O)O)[nH]c1=O
→ 6%	.	.	.	10%	1.1	1162	3%	i	1.3	-0.26	0.21	0.24	.	.	-1.8	1314
NC(=O)C[C@@H]1N[C@]2(C(=O)Nc3ccccc32)[C@@H]2C(=O)N(C3CCCCC3)C(=O)[C@H]12
→ 5%	2.2	2.2	10	2%	.	.	-12%	i	-1.1	0.47	-0.53	1.4	i	19	-0.9	966
O=C(CO/N=C/c1ccccc1OC(F)F)N1CCc2ccccc21
→ -8%	4.3	2.6	5.8	-5%	0.58	1267	10%	i	0.8	-0.16	0.22	-0.72	i	10	3.2	908
CN(C)c1ccc(CN(C(=O)COc2ccc(Br)cc2)C2CCS(=O)(=O)C2)cc1 (stereo not given)
→ 0%	2.0	1.9	14	7%	-0.78	1087	15%	i	-0.28	-0.2	-0.11	0.21	i	0	-5.0	1049
Cc1ccc(S(=O)(=O)NCCSc2ncccn2)cc1
→ -9%	1.4	1.7	6.8	1%	-0.28	1678	-2%	i	-0.78	-0.088	-0.44	0.16	i	21	0.2	1485
COc1ccc(OC)c2c1CC(C)(C)NC2=O
→ .	1.2	1.2	3.9	20%	.	.	-100%	i	-1.8	-0.19	-0.78	0.56	i	8	-6.2	1127
CC(=O)N1CCC(=O)N(C(C)C)c2ccccc21
→ -9%	10	1.2	5.8	7%	.	.	-4%	i	-0.53	-0.38	0.044	0.87	i	5	.	.
COCCn1nnnc1C(c1ccc(OC)cc1OC)N1CCN(c2ccccc2)CC1 (stereo not given)
→ 6%	5.3	2.0	12	8%	1.6	645	6%	i	-0.29	-0.21	0.35	-0.26	i	-3	0.4	947
Fc1ccc(CSc2ccc3nnc(-c4cccnc4)n3n2)cc1
→ -30%	3.2	2.8	8.2	-7%	-0.76	1322	44%	i	-0.71	-0.28	-0.46	1.1	i	6	-1.0	1132
O=C(NNC(=O)c1ccccc1-n1cccc1)c1ccccc1
→ 5%	1.3	1.4	7.0	7%	.	.	13%	i	-1	-0.38	-0.25	0.66	i	-25	.	.
Cc1csc(NC(=O)CCc2c(C)nc3cc(-c4ccc(Cl)cc4)nn3c2C)n1
→ 29%	3.2	2.1	7.5	-5%	-1.6	1089	3%	.	0.72	-0.24	1.2	-0.6	i	-5	2.6	474
O=C(CSc1nc2ncccc2[nH]1)Nc1ccc2c(c1)OCCO2
→ -24%	1.0	1.3	3.9	-11%	-0.12	1866	21%	i	0.43	-0.28	0.45	0.46	i	-3	-0.6	1117

# 2 of the compounds above, with each value named:
Cc1c(Cl)cccc1S(=O)(=O)N1CCC(C(=O)NNC(=O)C2CC2)CC1
  NOD1 inhibition: -33% | MT stabilizer: . | MT stabilizer Hoechst-high %: . | MT stabilizer cytotoxicity %: . | NOD2 inhibition: 14% | Insulin prom up: -0.1 | Insulin prom up cell count: 1470 | M17LAP inhibition: -5% | Yfh1-off respiration: i | Dynein transport: -0.28 | Dynein transport cytoplasmic EGFP: -0.31 | Dynein transport nuclear GR-EGFP: 0.16 | Dynein transport cell count: 0.66 | Autophagy mod: i | Autophagy mod cell loss 18 h: -16 | b-catenin transl: 1.7 | b-catenin transl cell count 5 µM: 1006
N#CC1=C(N)OC2=C(CC/C2=C\c2ccccc2Cl)C1c1ccccc1Cl (stereo not given)
  NOD1 inhibition: 66% | MT stabilizer: 4.2 | MT stabilizer Hoechst-high %: 1.5 | MT stabilizer cytotoxicity %: 1.8 | NOD2 inhibition: -12% | Insulin prom up: 0.4 | Insulin prom up cell count: 1450 | M17LAP inhibition: 6% | Yfh1-off respiration: i | Dynein transport: -0.03 | Dynein transport cytoplasmic EGFP: 0.67 | Dynein transport nuclear GR-EGFP: 0.2 | Dynein transport cell count: -0.6 | Autophagy mod: i | Autophagy mod cell loss 18 h: 17 | b-catenin transl: -0.5 | b-catenin transl cell count 5 µM: 1123
